# Screens from PubChem.
# M18AAP inhibitor – blocks P. falciparum M18 aspartyl aminopeptidase; AID 1822; 290,000 tested, 1.2% active; recombinant PfM18AAP, H-Glu-NHMec fluorogenic cleavage; inhibition, % at 7.35 µM;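 active = inhibition above the campaign mean inhibition over all tested compounds plus 3 SD, cut at about 28% in these data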;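 also: 0% = plate median of test compound wells and 100% = 2 mM ZnCl2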
# MEKK2 mut-MEK5 – signal of MEK5 binding to mutant human MEKK2 PB1 domain | bead flow cytometry, Alexa488-MEK5 binding to MEKK2 mutant | AID 1530 | percent response, % at 10 µM | 290,000 tested, 0.35% active; in the data active = percent response above about 24%, passing the limit was not always enough; also: inactives centre near 1; some results filed as inactive read as strong as hits
# MEKK2wt PB1 HTS – raises or lowers MEK5 binding to wildtype human MEKK2 PB1 domain | Q9Y2U5 | bead flow cytometry, Alexa488-MEK5 binding to MEKK2 WT; actives lie on both sides | binding response (% of control), % at 10 µM | 290,000 tested, 1.1% active | AID 1531; in the data active = binding response below about 67% or above about 130%
# IMP-1 inhibitor – blocks Pseudomonas aeruginosa IMP-1 metallo-beta-lactamase. purified IMP-1, nitrocefin hydrolysis, epi-absorbance fluorescence. inhibition, % at 5.6 µM. 290,000 tested, 0.45% active. AID 1556;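 active = inhibition above the mean plus 3 SD of all compounds in the same screening run, cut at about 4.5% in these data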;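 also: 0% = IMP-1 with DMSO and 100% = DMSO wells lacking enzyme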
#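 System: purified IMP-1; amount: IMP-1 0.2 nM before substrate addition; compound: single dose, 5.6 µM; times: 25 °C, 15 min preincubation, 25 min reaction; signal: Epi-absorbance via hydrolysed-nitrocefin quenching of white-plate fluorescence, 480/530 nm, EDTA stop; benchmarks: DMSO with and without IMP-1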
# NS3 helicase inh – blocks Hepatitis C virus NS3 helicase unwinding | AID 1800 | inhibition, % at 10.9 µM | NS3 helicase DNA unwinding, Cy5 molecular beacon fluorescence | 290,000 tested, 0.56% active;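 active = inhibition above the mean of all tested compounds plus 3 SD, set per campaign, cut at about 35% in these data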;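 also: 0% = DMSO wells and 100% = thioflavine S control wells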
#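 Control set: DMSO versus 110 µM thioflavine S; Material: NS3 helicase fragment of HCV; Measured by: Cy5 fluorescence at 0 and 60 min, beacon hairpin quenching; Read-out basis: percent inhibition from t60/t0 fluorescence ratio; Times: reaction time 60 min, 25 °C; Repeats: single replicate; Compound dosing: single dose, 10.9 µM nominal final, DMSO 0.8% final.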
# FID counter – displaces DNA intercalator in HCV helicase counter-screen. DNA fluorescent intercalator displacement, fluorescence. 290,000 tested, 0.17% active. inhibition, % at 7.9 µM; in the data active = inhibition above about 37%;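 also: 0% = vehicle and 100% = reference compound; higher means more ethidium bromide displaced from hairpin DNA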
# VIM-2 inhibitor – blocks Pseudomonas aeruginosa VIM-2 metallo-beta-lactamase. inhibition, % at 5.6 µM. purified VIM-2, nitrocefin hydrolysis, epi-absorbance fluorescence. 290,000 tested, 0.89% active. AID 1527;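 active = inhibition above the mean of all tested compounds plus 3 SD, cutoff set per screening run, cut at about 7.5% in these data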;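 also: red hydrolysis product quenches plate fluorescence so inhibitors raise well fluorescence; 0% = enzyme with DMSO and 100% = DMSO without enzyme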
# NALP1 inh – blocks the NALP1 inflammasome reconstituted in yeast; S. cerevisiae NALP1/ASC/caspase-1 growth, X-gal OD620, 72 h; inhibition, % at 10 µM; 280,000 tested, 0.61% active; in the data active = inhibition mostly above about 24%, no sharp cut-off; inactive = mostly below about 32%; also: some compounds called inactive have numbers as strong as hits
# SUMO HTRF inh – SUMOylation inhibition | AID 2006 | P63279 | HTRF SUMOylation assay, SAE1/SAE2 + UBC9, in vitro | 290,000 tested, 0.36% active | inhibition, % at 35 µM; in the data active = inhibition above about 50%, passing the limit was not always enough; also: strong numbers were not always called active
# Target sequence (P63279 whole entry, looked up): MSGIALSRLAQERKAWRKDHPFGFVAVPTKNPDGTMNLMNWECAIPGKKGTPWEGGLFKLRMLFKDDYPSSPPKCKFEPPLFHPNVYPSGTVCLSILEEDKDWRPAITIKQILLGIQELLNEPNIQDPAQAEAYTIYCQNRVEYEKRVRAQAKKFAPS
# An asterisk follows results filed as active; . = not tested or not shown.
# The line under a structure holds: SUMO HTRF inh	NALP1 inh	VIM-2 inhibitor	MEKK2 mut-MEK5	FID counter	MEKK2wt PB1 HTS	NS3 helicase inh	M18AAP inhibitor	IMP-1 inhibitor
COc1ccc(NC(=O)CCC(=O)N(Cc2ccc(OC)c(OC)c2)c2nccs2)c(OC)c1
  -10	-24	-0.8	1	-18	100	-2	-21	-1.4
Cc1cc(C)nc(NC(=O)c2cccc([N+](=O)[O-])c2C)n1
  -42	-11	-1.2	14	1	104	1	-3	-4.1
Cc1ccc(CSCC(=O)Nc2ccccc2F)cc1
  -16	16	-0.2	-6	-14	97	-10	-1	-0.2
Cc1c(OCc2nn[nH]n2)ccc2c(-c3ccccc3)cc(=O)oc12
  24	4	1.8	-2	-26	83	19	-4	-2.1
CCCc1ccc(-c2c(C)sc(NC(=O)c3ccnn3C)c2C#N)cc1
  -6	-19	1.2	0	-2	99	-2	7	0.0
CC1CCCN(S(=O)(=O)c2ccc3c(c2)C(C)(C)C(=O)N3C)C1 (centres undefined)
  4	34	0.4	1	-28	101	-1	0	-2.2
O=C(Nc1cc(S(=O)(=O)N2CCOCC2)ccc1N1CCOCC1)C1CCCO1 (centres undefined)
  9	-12	0.7	.	-7	.	-5	-1	-1.3
Cc1c(C(=O)O)cccc1-n1c(C)cc(C=O)c1C
  29	-13	-2.4	-4	7	95	4	2	-3.9
COc1ccccc1CNC(=O)Cn1c(=O)c2cccn2c2cccnc21
  -3	24	2.0	-4	-15	99	13	-18	0.9
Nc1nc(-c2ccco2)nn1C(=O)c1cccnc1
  15	0	-0.2	-4	5	98	-2	1	-2.2
S=c1nc(-c2cccc(Cl)c2)[nH][nH]1
  -23	-15	-6.4	1	-5	97	4	19	-1.9
O=Cc1ccc(Sc2nnc(-c3ccccc3)o2)c([N+](=O)[O-])c1
  25	4	-3.4	-2	12	87	-7	0	-3.0
CNC(=O)C1(C)C=CCN1C(=O)c1ccccc1 (centres undefined)
  4	14	-1.0	5	1	97	2	2	-1.9
Cc1cccc(/C=N/n2c(C)nnc2C)c1
  21	20	-2.2	20	-1	119	-4	0	-1.3
CCc1cc(=O)[nH]c(SCCc2ccccc2)n1
  3	4	0.4	8	-13	102	-1	-8	-0.7
Cc1cccc(N=c2oc3cc(O)ccc3cc2C(N)=O)c1
  -10	-12	0.5	-1	1	97	1	11	-0.8
COc1ccc(-n2c(=S)[nH]c3cc(C(=O)Nc4ccccc4OC)ccc3c2=O)c(OC)c1
  -11	-25	-0.3	-7	-19	82	18	-4	-1.9
N#CCCN(C(=S)NC(=O)c1ccco1)c1ccccc1F
  -1	-13	-4.0	-3	6	95	-6	3	-2.9
CC(Cn1nnc2ccccc21)C(=O)O (centres undefined)
  14	6	-0.5	-7	5	88	0	1	-1.3
C=CCc1cccc(/C=N/c2ncn[nH]2)c1O
  16	-4	-2.5	0	-3	99	-3	57*	-3.0
COc1ccc(OCc2nn[nH]n2)cc1
  9	0	-0.8	17	5	111	1	-1	-2.3
CCOC(=O)C(C)Oc1ccccc1C1NC(=O)NC(C)=C1C(=O)Nc1ccc(C)c(C)c1 (centres undefined)
  -5	15	-0.1	-6	-21	83	-5	-4	-3.4
CC12C(=O)N(c3ccccc3C(=O)O)C(=O)C1C1C=CC2C1 (centres undefined)
  -2	-14	-1.4	9	4	110	-13	-11	-0.8
CN(C)CCNC(=S)Nc1ccccc1C(C)(C)C
  24	16	-3.5	4	1	102	6	-4	-2.6
O=c1[nH]n2c(C(F)(F)F)cc(C3CC3)nc2c1N=Nc1ccccc1
  13	-14	-2.1	-14	7	86	-17	-3	-1.6
Cc1cccc(N2C(=O)C3CCCN3C2=S)c1 (centres undefined)
  -14	16	1.7	-1	-2	101	-24	3	-0.9
CCOC(=O)c1cnc2c(-c3cccc(Br)c3)cnn2c1C
  16	21	-0.4	10	-4	119	3	1	-4.0
COCCN1CCN(C(=O)c2cc(COc3cncc(Cl)c3)on2)CC1
  8	0	-2.7	0	-13	99	4	1	-1.5
CCc1c(C)nc2cc(-c3cccc(Br)c3)[nH]n2c1=O
  5	9	3.4	-1	-1	97	-7	-6	-0.2
COc1cc(/C=C(\NC(C)=O)C(=O)Nc2ccc(NC(C)=O)cc2)ccc1OC(C)=O
  -7	4	-1.7	-1	-7	101	21	-4	-4.1
CSc1cccc(NC(=S)N(CCCN2CCCC2)Cc2cccs2)c1
  -5	-3	-1.1	6	4	119	-11	-1	-0.6
COc1ccc(S(=O)(=O)NCc2ccc(C(=O)N(C)Cc3ccco3)cc2)cc1
  11	18	-4.6	1	-18	102	1	11	-0.6
O=C(COC(=O)Cc1n[nH]c(=O)c2ccccc12)Nc1ccc(Cl)cc1F
  7	-9	0.4	-4	1	87	-4	-2	-0.4
Cc1ccc(C)c(NC(=O)CN(C)C(=O)c2cccc(S(=O)(=O)N3CCN(Cc4ccccc4)CC3)c2)c1
  2	-3	-3.9	6	-30	107	-17	6	-2.3
COc1ccc(Oc2c(Cl)cnn(-c3ccccc3)c2=O)cc1
  10	-16	-0.3	.	-11	.	2	-3	-2.8
NNS(=O)(=O)c1ccc(Cc2ncc(C(F)(F)F)cc2Cl)s1
  8	23	-0.8	10	-4	109	16	5	-3.3
N#C/C(C(=O)Oc1ccccc1)=C1\C=Cc2ccccc2N1
  16	8	-0.6	6	-6	109	-7	14	0.7
CCSC1=NN2CCS(=O)(=O)N=C2S1
  17	18	-2.3	3	-3	105	8	1	-1.1
Cc1cc(C)c(S(=O)(=O)Nc2ccccn2)c(C)c1
  6	.	-0.6	1	-3	99	-3	2	-1.9
Cc1ccccc1NC(=O)Cc1nnc(SCC(=O)c2ccc(Br)cc2)n1C
  -11	-8	-3.3	6	-23	103	1	-3	-4.1
Cc1ccc(C(=O)OCC(=O)NC2CCCCC2)s1
  0	17	0.7	-4	-11	86	10	-7	-0.8
Cc1cccc(N2CCN(c3cccc(C)c3)C2c2cccnc2)c1
  -19	16	-3.1	0	4	106	-1	0	-2.9
Cc1cccc(C(=O)OCCN2CCOCC2)c1
  5	22	0.3	3	-1	99	5	-1	0.4
Cc1[nH]c2ccccc2c1Cc1n[nH]c(=S)o1
  12	4	-5.0	4	-3	112	4	17	-4.2
O=C(Cn1nnc(-c2ccc(N3CCOCC3)cc2)n1)OC1CCCCC1
  11	-16	-1.2	-6	-7	91	0	-6	-3.4
O=C(CSc1nc2ccc(Nc3nc(N4CCOCC4)nc(N4CCOCC4)n3)cc2s1)NCc1ccco1
  0	-5	-3.4	-5	-13	92	4	1	-3.0
CC(=O)N1N=C(c2ccco2)CC1c1ccc(Cl)o1 (centres undefined)
  .	16	-3.7	-6	-9	98	7	3	-0.9
CC(C)(CC(=O)O)CC(=O)Nc1ccccc1Oc1ccccc1
  11	38	-1.7	2	-7	103	1	-10	-2.0
CC(C)CCNC(=O)c1ccc2c(SCC(=O)O)c3c(nc2c1)CCCC3
  -11	10	-0.5	-1	-36	97	-3	6	0.6
Cc1c(Cl)cccc1NC(=S)NNS(=O)(=O)c1ccc([N+](=O)[O-])cc1
  13	6	-5.9	5	-3	102	10	21	-1.6
CCOc1ccc(-n2c(=O)c3c(C)c(C(=O)N(C)C)sc3n(CC(=O)Nc3ccccc3F)c2=O)cc1
  -7	5	-0.2	-7	-8	93	-4	-2	1.8
Cc1[nH]c2ccccc2c1/C=N/NC(=O)CNC(=O)c1ccc2c(c1)OCCO2
  -14	.	-4.2	3	-8	100	-5	1	-3.1
Cc1cc(C)c(OCCN2CCCC2)c(Cl)c1
  16	2	-2.1	12	0	109	-18	-5	-0.3
Cc1ccc(-c2nsc(SCC(=O)Nc3ccc4c(c3)OCO4)n2)cc1
  9	17	-2.6	1	0	109	2	-8	-0.8
CCOc1ccc(N(CC(=O)Nc2ccc(OC)cc2)S(C)(=O)=O)cc1
  11	21	-1.4	-5	-8	94	0	-7	-3.6
CC(CC(=O)Nc1ccc(Cl)c([N+](=O)[O-])c1)c1ccccc1 (centres undefined)
  12	31	-4.1	6	12	110	2	-3	-1.8
O=c1c2c(-c3ccc(Cl)cc3)csc2nc2n1CCC2
  -15	-3	1.0	8	-7	116	-4	-4	-1.1
COc1ccc(C(=O)Nc2cc(-c3ccc(C)cc3)no2)cc1
  -4	13	-3.8	5	-11	102	4	0	-5.1
Cc1ccc(/C=N/N=C/c2ccc(C)cc2)cc1
  13	36	-2.5	-2	7	99	-9	-3	-1.1
O=C(CN1CCN(c2ccc(Cl)cc2)CC1)NCc1ccccc1
  -3	4	-2.2	0	-16	99	-17	1	-1.2

# The list goes on (two carried over from the part before).
# The line under a structure holds: SUMO HTRF inh	NALP1 inh	VIM-2 inhibitor	MEKK2 mut-MEK5	FID counter	MEKK2wt PB1 HTS	NS3 helicase inh	M18AAP inhibitor	IMP-1 inhibitor
Cc1ccc(/C=N/N=C/c2ccc(C)cc2)cc1
  13	36	-2.5	-2	7	99	-9	-3	-1.1
O=C(CN1CCN(c2ccc(Cl)cc2)CC1)NCc1ccccc1
  -3	4	-2.2	0	-16	99	-17	1	-1.2
CCOCCCNC(=O)C(NC(=O)C1CCC(=O)N1)c1ccc(C)cc1 (centres undefined)
  10	-8	-3.0	10	-2	110	-3	-7	-0.4
Nn1c(Cc2ccccc2F)nnc1SCCOc1ccc(Cl)cc1
  5	27	-4.4	-1	-30	101	-2	3	-2.5
CCC(C)NS(=O)(=O)c1ccc(S(=O)(=O)Nc2cc3c(cc2C(C)=O)OCO3)cc1 (centres undefined)
  11	1	-1.9	2	-2	103	-4	2	-1.7
COc1ccc(OC)c(NC(=S)N2CCC(C(O)(c3ccccc3)c3ccccc3)CC2)c1
  2	17	0.3	-6	-8	93	-19	-2	-1.0
O=C(NCc1cccnc1)C1CC(=O)N(C2CCCCC2)C1 (centres undefined)
  -15	4	-0.1	.	0	.	-5	-2	1.6
COc1cc(CNn2cn[nH]c2=S)cc(Cl)c1OCc1ccccc1
  16	-2	-2.6	0	-14	101	5	5	-1.4
COc1cccc(-n2cc(CNC(=O)C3CCC(=O)N(C4CC4)C3)cn2)c1 (centres undefined)
  10	17	-1.2	-3	-4	94	8	1	-4.2
O=C(CCN1C(=O)c2ccccc2C1=O)N1CCN(c2ccccc2)CC1
  3	32	0.4	4	-15	103	-3	-1	-0.5
Cc1nc(N)nc2c1CCCC2
  6	-2	0.2	3	5	103	-1	-2	-0.4
O=C(CSc1nc(-c2ccco2)cc(C(F)(F)F)n1)N1CCCc2ccccc21
  10	-130	-0.1	10	-1	101	2	-2	-2.3
NS(=O)(=O)c1cccc(NC(=O)COC(=O)CC2CC3CCC2C3)c1 (centres undefined)
  -11	3	-0.8	-2	25	96	-64	-4	-1.9

# Results in MEKK2wt PB1 HTS, for two of the compounds above:
SMILES,MEKK2wt PB1 HTS
COc1cccc(-n2cc(CNC(=O)C3CCC(=O)N(C4CC4)C3)cn2)c1 (centres undefined),94
CCC(C)NS(=O)(=O)c1ccc(S(=O)(=O)Nc2cc3c(cc2C(C)=O)OCO3)cc1 (centres undefined),103
